Casp7 inh = qHTS Assay for Allosteric/Competitive Inhibitors of Caspase-7; P55210; AID 889, 2007; recombinant caspase-7, Ac-DEVD-AFC fluorescence rate; Potency, µM (titrated, usually from 57.5 µM), without a hit: top-dose activity change, negative = inhibition, actives largely listed as inhibitors; 75,000 tested, 0.02% active; active = well fitted inhibition curve with a large enough effect in the main read-out, with a control signal flat, not every such curve was filed as active; inconclusive = small, poorly fitted or top-dose-only effect, or a change in a side signal; also: potency is read from the fitted curve at half-maximal effect; % of control where 0% means no effect
USP2a inhib = qHTS Assay for Inhibitors of Ubiquitin-specific Protease USP2a | Ubiquitin carboxyl-terminal hydrolase 2 (Homo sapiens), O75604 | USP2a enzymatic assay, qHTS inhibition | Potency, µM (highest dose often 38.3 µM), inactives show top-dose activity change, negative = inhibition, actives largely listed as inhibitors | 60,000 tested, 0.1% active | AID 927, 2007;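 also: potency is read from the fitted curve at half-maximal effect; nearly all actives have a fitted effect of over 60% in size; plate controls were DMSO for no effect and NEM full inhibition control for full effect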
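20 nM USP2 core + cpd, 30 min RT; add 20 nM Ub-PLA2/20 uM NBD C6-HPC; read Ex460/Em535 at 0 h and 2.5 h. Normalized to NEM; qHTS curve fit/classification.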
15-hLO inh = qHTS Assay for Inhibitors of 15-hLO (15-human lipoxygenase); Polyunsaturated fatty acid lipoxygenase ALOX15 (Homo sapiens), P16050; AID 887, 2007; purified 15hLO-1, xylenol orange hydroperoxide absorbance; 74,000 tested, 1.4% active; Potency, µM (highest dose often 57.1 µM), for inactives: top-dose activity change, negative = inhibition, usual class: inhibitors; also: potency is read from the fitted curve at half-maximal effect; % is scaled to controls: 0 for no effect and ±100 for the full control effect; nearly all actives have a fitted effect of over 55% in size
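Readout: Fe(III)-xylenol orange absorbance, 573-to-405 nm ratio as reaction progress. Enzyme 40 nM purified human 15hLO-1, substrate 50 uM arachidonic acid, 6 min RT after 15 min compound preincubation; Hepes pH 7.5 buffer with Triton X-100.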
Pol III holo inh = qHTS Assay for Inhibitors of DNA Polymerase III Holoenzyme System; reconstituted DNA polymerase III holoenzyme replication, biochemical; Potency, µM (highest dose often 57.1 µM), without a hit: top-dose activity change, negative = inhibition; 71,000 tested, 0.25% active; AID 603, 2007; also: potency is read from the fitted curve at half-maximal effect; % is scaled to controls: 0 for no effect and ±100 for the full control effect
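Reconstituted *E. coli* holoenzyme (0.35 nM Pol III, 1 nM beta, 154 nM SSB, 2 nM primase) was preincubated with compound for 15 min at RT. Synthesis on 1.4 nM ssM13Gori ran 35 min, then was stopped with PicoGreen/EDTA and read as dsDNA fluorescence.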
HADH2 inh = qHTS Assay for Inhibitors of HADH2 (Hydroxyacyl-Coenzyme A Dehydrogenase, Type II); 3-hydroxyacyl-CoA dehydrogenase type-2 (Homo sapiens), Q99714; recombinant HADH2, NADH fluorescence, beta-hydroxybutyryl-CoA; Potency, µM (doses to about 57.1 µM), without a hit: at the top dose activity change, negative = inhibition, usual class: inhibitors; 73,000 tested, 3.4% active; AID 886, 2007; also: potency is read from the fitted curve at half-maximal effect; % is scaled to controls: 0 for no effect and ±100 for the full control effect; nearly all actives have a fitted effect of over 60% in size; many of its hits are not listed in these tables
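Buffer 100 mM Tris-HCl pH 9.0/0.01% Tween-20; HADH2 20 nM; NAD+ 1 mM; beta-hydroxybutyryl-CoA 90 uM (all final). 15 min cpd preincubation, RT.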
BRCT inh red = qHTS Assay for Inhibitors of BRCT-Phosphoprotein Interaction (Red Fluorophore) | 75,000 tested, 0.03% active | BRCT-phosphopeptide binding, red fluorescence polarization | Potency, µM (highest dose often 76.9 µM), without a hit: at the highest dose activity change, negative = inhibition, most hits filed as inhibitors; also: % is scaled to controls: 0 for no effect and ±100 for the full control effect
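Fluorescence polarization: 100 nM His-tagged BRCA1 BRCT with 100 nM TAMRA-labelled phospho-BACH1 decapeptide, phosphate buffer pH 7.3 with 150 mM NaCl, DTT, 0.01% Tween 20; 12 min RT. Binding inhibition seen as FP decrease.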
Rhodamine fluor = qHTS Assay for Spectroscopic Profiling in Rhodamine Spectral Region. Rhodamine-region fluorescence, 547/598 nm, Tris buffer; active compounds read high. max dye-equivalent concentration, M. 59,000 tested, 0.05% active. AID 594, 2007; in the data active = max dye-equivalent concentration above about 11 nM; inconclusive = between about 1.1 nM and that limit
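Intensities are converted to rhodamine-equivalent concentration using a six-point rhodamine standard on each plate. Compounds sit 15 min at room temperature in 100 mM Tris buffer, pH 8.0; read uses the 547/598 nm excitation/emission pair.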
HEK293 cAMP ctrl = qHTS Assay for Agonists of the Thyroid Stimulating Hormone Receptor: Activators of Intracellular cAMP Concentrations in Parental HEK 293. parental HEK293 CNG cAMP sensor, membrane potential fluorescence. Potency, µM (highest dose often 57.1 µM), for the others: at the highest dose activation, hits mostly activators. 73,000 tested, 2.5% active; also: potency is read from the fitted curve at half-maximal effect; % of control where 0% means no effect; nearly all actives have a fitted effect of over 55% in size
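Counterscreen for endogenous-receptor signalling: CNG-channel HEK 293 cells report cAMP rise by membrane depolarization. After 60 min dye equilibration with 100 uM RO 20-1724, compounds incubated 30 min before bottom-read fluorescence at 590 nm.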
Casp1 inh = qHTS Assay for Allosteric/Competitive Inhibitors of Caspase-1 | 75,000 tested, 0.03% active | Caspase-1 enzyme, Ac-WEHD-AFC fluorogenic rate | P29466 | Potency, µM (top dose mostly 57.5 µM), for inactives: top-dose activity change, negative = inhibition, usual class: inhibitors | AID 900, 2007;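 also: potency is read from the fitted curve at half-maximal effect; plate controls were vehicle for no effect and no substrate for full effect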
Target sequence (P29466 120-297 limits assumed): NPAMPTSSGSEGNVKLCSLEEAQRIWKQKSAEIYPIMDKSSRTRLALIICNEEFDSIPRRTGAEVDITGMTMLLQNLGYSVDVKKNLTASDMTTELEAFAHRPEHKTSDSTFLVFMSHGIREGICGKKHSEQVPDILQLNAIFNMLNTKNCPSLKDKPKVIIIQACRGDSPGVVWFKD
Target sequence (P29466 317-404 limits assumed): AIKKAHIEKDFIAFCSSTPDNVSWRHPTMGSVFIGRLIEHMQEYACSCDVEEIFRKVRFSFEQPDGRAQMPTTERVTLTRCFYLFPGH
Tau filament bind = qHTS Assay for Tau Filament Binding; recombinant tau filaments, thioflavin S fluorescence, 15 h; filaments grown with octadecylsulfate alongside compound; Potency, µM (doses to about 57.1 µM), without a hit: at the highest dose activity change, negative = inhibition; 71,000 tested, 2% active;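 also: potency is read from the fitted curve at half-maximal effect; % is scaled to controls: 0 for no effect and ±100 for the full control effect; actives lower thioflavin S fluorescence by blocking filaments or displacing dye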
Target sequence (P10636 whole entry, looked up): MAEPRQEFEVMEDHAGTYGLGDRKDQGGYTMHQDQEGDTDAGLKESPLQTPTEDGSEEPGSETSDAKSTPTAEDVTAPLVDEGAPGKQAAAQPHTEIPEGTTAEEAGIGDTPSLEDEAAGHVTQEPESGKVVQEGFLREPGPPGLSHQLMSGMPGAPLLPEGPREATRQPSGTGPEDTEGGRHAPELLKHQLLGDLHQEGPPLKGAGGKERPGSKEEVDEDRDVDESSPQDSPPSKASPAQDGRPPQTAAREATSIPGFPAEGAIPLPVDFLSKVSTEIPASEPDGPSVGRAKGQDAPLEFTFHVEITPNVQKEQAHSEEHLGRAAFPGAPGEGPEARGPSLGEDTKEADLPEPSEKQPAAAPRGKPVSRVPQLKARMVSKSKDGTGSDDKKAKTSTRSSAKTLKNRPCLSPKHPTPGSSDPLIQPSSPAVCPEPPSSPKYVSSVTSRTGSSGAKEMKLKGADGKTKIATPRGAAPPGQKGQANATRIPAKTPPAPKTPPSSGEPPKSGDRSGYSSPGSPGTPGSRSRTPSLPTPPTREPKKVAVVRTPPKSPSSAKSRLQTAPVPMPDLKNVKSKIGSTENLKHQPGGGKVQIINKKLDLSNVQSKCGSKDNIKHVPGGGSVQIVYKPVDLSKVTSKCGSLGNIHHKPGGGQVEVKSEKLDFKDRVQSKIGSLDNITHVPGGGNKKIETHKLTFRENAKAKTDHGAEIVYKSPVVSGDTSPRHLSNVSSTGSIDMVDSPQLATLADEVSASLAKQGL
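His-tagged recombinant human tau (exons 2, 3 and 10 included), 1 uM, was induced to fibrillize by 30 uM sodium octadecylsulfate with compound present. After 15 h at 37 C, thioflavine S fluorescence (ex 450, em 510 nm) was read.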
BRCT inh green = qHTS Assay for Inhibitors of BRCT-Phosphoprotein Interaction (Green Fluorophore) | Breast cancer type 1 susceptibility protein (Homo sapiens), P38398 | BRCA1 BRCT-phosphopeptide binding, green fluorescence polarization | Potency, µM (top dose mostly 76.9 µM), for the others: at the top dose activity change, negative = inhibition, actives largely listed as inhibitors | 75,000 tested, 0.05% active | AID 875, 2007;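 also: potency is read from the fitted curve at half-maximal effect; plate controls were peptide without protein for full effect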
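Compounds were incubated for 12 min at room temperature with a complex of 100 nM fluorescein-tagged pBACH1 decapeptide and 250 nM His-tagged BRCT protein. Buffer was phosphate pH 7.3 with EDTA, DTT and Tween 20. Disruption of binding lowers the polarization signal.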
* = called active by the depositor; i = inactive; ? = inconclusive; . = not tested or not shown; & = joins results of further samples; ! = not confirmed by another sample; [ ] = dose if it differs, or a comment. Unless noted, calls follow the shape of the dose curve; as a rule, active = well fitted curve in the direction sought with a large enough effect; inconclusive = small, poorly fitted or top-dose-only effect, or another doubt; inactive = no such curve, though single readings can be large; an effect the other way counts as inactive or inconclusive.

SMILES	Casp7 inh	USP2a inhib	15-hLO inh	Pol III holo inh	HADH2 inh	BRCT inh red	Rhodamine fluor	HEK293 cAMP ctrl	Casp1 inh	Tau filament bind	BRCT inh green
CCN1C[C@]2(C)CC[C@H](O)[C@@]34C5C[C@@H]6[C@@H](OC)C[C@@](O)(C5[C@H]6O)[C@@H](CC23)[C@@H]14 (stereo not given in full)	1%	.	3%[25.6 µM]	.	.	0.9%	.	.	-1%	.	-1.1%
Clc1ccc(COC(Cn2ccnc2)c2ccc(Cl)cc2Cl)c(Cl)c1 (stereo not given)	-5%	?	4%	-6%[25.6 µM]	3%[25.6 µM]	0.2%	i	23%[25.6 µM]	-3%	125%[25.6 µM]	-0.3%[3.08 µM]
CCOC(=O)C1=C(C)OC(N)=C(C(=O)OC)C12C(=O)Nc1ccc(Br)cc12 (stereo not given)	-2%	0%	4%	-4%	-2%	0.5%	i	3%	-1%	-1%	0.2%
CC(=NCCC1=CCCCC1)c1c(O)n(C)c(=O)n(C)c1=O	0%	9%	-2%	-4%	0%	-0.4%	i	?	-2%	9%	-0.7%
CC[N+](C)(CC)CCC[n+]1c(-c2ccccc2)c2cc(N)ccc2c2ccc(N)cc21	?	-19%[17.1 µM]	-1%[25.6 µM]	2µM*	-17%[25.6 µM]	-13%[34.4 µM]	?	6%[25.6 µM]	?	1.6µM*	-1.9%[34.4 µM]
Nc1cc(Cl)ccc1O	-10%	.	1.6µM*	-11%	?	-1.8%	.	-17%	-6%	?	0.2%
O=C(COc1ccccc1)N1CCN(CC2CC3C=CC2C3)CC1 (stereo not given)	5%	0%	-2%	2%	1%	1.2%	i	23%	2%	-7%	-0.2%
CC(=O)Nc1ccc(OC(=O)c2ccccc2N)cc1	-1%	-12%	7%	-8%	?	-1.9%	.	0%	2%	-9%	-1.6%
CC1C(=O)OC2C(O)C34C5OC(=O)[C@@]3(OC3OC(=O)[C@H](O)[C@]34C(C(C)(C)C)C5O)[C@]12O (stereo not given in full)	-1%	-10%	-3%	.	.	1.4%	.	.	4%	.	5.2%[3.08 µM]
C/C(O)=C(/C#N)C(=O)Nc1cc(Br)ccc1Br	-2%	-27%	62%[activator]	-6%&0%	-9%&6%	1.0%	i	27%	2%	?	-4.4%
Nc1ccc(Oc2ccc(N)cc2)cc1	2%	.	-9%	2%	2%	-0.6%	.	-3%	0%	-5%	0.6%
CN1CSC(=S)N(C)C1	-1%&1%	.	4%&-13%	-5%	?	1.0%&1.3%	.	-3%&13%	0%&0%	5%	-2.3%&-1.5%
O=C(O)C[C@H]1OCC=C2CN3CC[C@]45c6ccccc6N[C@@H]4[C@H]1[C@H]2C[C@H]35	-1%[11.5 µM]	.	5%[11.4 µM]	-11%[11.4 µM]	0%[11.4 µM]	1.0%[15.4 µM]	i	5%[11.4 µM]	0%[11.5 µM]	1%[11.4 µM]	-0.5%[15.4 µM]
CCN1CCN(Cc2ccc(C)cc2C)CC1	0%	-1%[7.66 µM]	-7%[11.4 µM]	-2%[11.4 µM]	-7%[11.4 µM]	-1.2%	.	5%[11.4 µM]	2%	6%[11.4 µM]	-1.3%
O[C@@H]1[C@H](O)[C@H]2[C@@H](O)CCN2C[C@@H]1O	0%	.	3%[25.6 µM]	-4%	2%	0.4%	.	6%	0%	?	0.9%
CC12CN3C(O)C(C)(C1)CC(C)(C2)C3O (stereo not given)	-1%	-6%	2%	-6%	-7%	0.6%	i	-10%	1%	-9%	-1.1%
Nc1nc2[nH]c(=O)cnc2c(=O)[nH]1	0%	-1%	4%	-6%	?	1.7%	i	-11%	0%	-4%	-2.1%
CCOC(=O)C1=C(N)OC2=C(C(=O)CCC2)C12C(=O)Nc1ccccc12 (stereo not given)	1%	-14%	4%	-5%	-11%	0.2%	.	2%	2%	2%	-1.4%
O=C(O)Cn1cc(C(=O)c2ccccc2)c2ccccc21	-2%	-9%	15%	0%	-10%	-1.2%	i	8%	0%	-3%	0.2%
CCOP(=O)(C#CC(C)(C)C)C1(O)CCCCC1 (stereo not given)	-1%	4%	-14%	-4%	7%	-0.4%	i	2%	-1%	6%	-1.6%
COc1ccc(N=C(C)c2c(O)n(C)c(=O)n(C)c2=O)c(OC)c1	0%	10%	5%	-4%	10%	0.9%	i	10%	0%	-2%	-1.0%
CC1O[C@@H](OC2CC[C@@]3(C=O)C4CC[C@]5(C)C(C6=CC(=O)OC6)CC[C@@]5(O)C4CC[C@]3(O)C2)C(O)C(O)C1O (stereo not given in full)	-2%	-5%	0%	.	.	1.4%	.	.	-1%	.	-0.6%[3.08 µM]
CCN1c2nc3ccccn3c(=O)c2CC2(C(=O)N(C)C(=O)N(C)C2=O)C1C (stereo not given)	0%	1%	3%	4%	2%	0.4%	i	2%	0%	-2%	-4.1%
COc1ccc(C2Oc3c(I)c(OC)cc(OC)c3CC2O)cc1OC (stereo not given)	4%	3%	18%	.	.	0.2%	.	.	-14%	.	-2.2%
CC[C@]1(OC(=O)CN)C(=O)OCc2c1cc1n(c2=O)Cc2cc3ccccc3nc2-1	-9%[11.5 µM]	.	11%[11.4 µM]	-6%[11.4 µM]	110%[activator][11.4 µM]	-2.3%[15.4 µM]	i	-3%[11.4 µM]	-7%[11.5 µM]	-9%[11.4 µM]	-2.1%[15.4 µM]
COc1ccc(N=C(C)c2c(O)n(C3CCCCC3)c(=O)[nH]c2=O)c(OC)c1	1%	10%	0%	-3%	7%	-0.7%	i	8%	0%	-24%	0.8%
CCCCCCCCC(=O)NCc1ccc(O)c(OC)c1	-1%&2%	4%&-4%	25µM*!	-6%	16%	1.6%&2.2%	i	17%	4%&0%	-5%	-1.8%&-2.7%
COc1ccc(S(=O)(=O)NC(CC(=O)N2CCC3(CC2)OCCO3)c2ccco2)cc1 (stereo not given)	2%	6%	3%	-1%	-1%	0.5%	i	5%	1%	-13%	-2.1%
C[N+]1(C)CCc2cc3c(cc2[C@@H]1[C@@H]1OC(=O)c2c1ccc1c2OCO1)OCO3	-18%	-1%	8%	-3%	6%	-0.9%	i	8%	-9%	-4%	-3.0%
N=C(N)SCc1ccc(Cl)c2ccccc12 (tested in a mixture with another compound)	-3%&-2%[11.5 µM]	.	29%&5%[11.4 µM]	-7%&-13%[11.4 µM]	7%&10%[11.4 µM]	0.5%&1.8%[15.4 µM]	i	17%&11%[11.4 µM]	3%&0%[11.5 µM]	2%&-2%[11.4 µM]	0.6%&-0.1%[15.4 µM]
CC1(C)CN=C(Nc2ccccc2C(F)(F)F)S1	-2%	-3%	-11%	-6%	-2%	-0.6%	i	18%	0%	-9%	-0.8%
O=C1CN=C(c2ccccc2)c2oc3ccc(Br)cc3c2N1	-5%	2%	-13%	2%	23%	0.4%	i	?	-4%	6%	-1.1%
S=C=Nc1cccc2ccccc12	-1%	.	?	0%	25µM*	0.5%	.	-3%	-3%	356%	0.1%
CC12CN3CC(C)(CN(C1)C3c1cccs1)C2 (stereo not given)	0%	-3%	3%	1%	-3%	1.5%	i	3%	-2%	-8%	0.0%
NP(N)(=O)NC(=O)c1ccc(F)cc1	-1%	.	-14%[25.6 µM]	-3%	6%	-5.2%	.	-2%	4%	?	-5.9%
Fc1ccc2c(c1)nnn2C1CCN(Cc2ccccc2)CC1	1%	3%	2%	-4%	8%	0.6%	i	15%	1%	1%	0.6%
Cc1ccc(S(=O)(=O)N2CCC(C(=O)N3CCC4(CC3)OCCO4)CC2)cc1	-1%	6%	-2%	-3%	14%	0.0%	i	-4%	-1%	-6%	-0.8%

An excerpt. The share of hits here may be higher or lower than overall.
